p53 reactivation = qHTS assay for re-activators of p53 using a Luc reporter; H1299 p53-A138V BP100-luciferase reporter, luminescence, 24 h; Potency, µM (doses to about 92.2 µM), for inactives: at the top dose activity change, positive = activation, hits mostly activators; 320,000 compounds, 0.063% hits; AID 504706, 2011; further: potency means the concentration at half of the fitted maximal effect; % of control where 0% means no effect; nearly all actives have a fitted effect of over 45% in size
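H1299 (p53-null), stable ts p53-A138V + BP100-Luc; 1000 cells/well, Opti-MEM/10% FBS; cpd 4 pt, 1:5; 24 h, 37 deg C, 5% CO2; detection reagent 10 min RT; luminescence.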
ELG1 genotoxic = qHTS screen for small molecules that induce genotoxicity in human embryonic kidney (HEK293T) cells expressing luciferase-tagged ELG1; AID 504466, 2011; HEK293T ELG1-luciferase reporter, luminescence, 16 h; Potency, µM (series often up to 46 µM), for inactives: at the top dose activity change, positive = activation, most hits filed as activators; 330,000 compounds, 1.3% hits; further: potency means the concentration at half of the fitted maximal effect; % of control where 0% means no effect; nearly all actives have a fitted effect of over 60% in size
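Quantitative HTS format in 1536-well plates. HEK293T ELG1-luciferase reporter cells receive test compound and are incubated 16 hr at 37 °C, 5% CO2; ONE-Glo added, 30 min room temperature, then luminescence read.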
BRCA1 expr up = qHTS Assay to Identify Small Molecule Activators of BRCA1 Expression. MCF7-BRCA1-FFLuc reporter, luminescence, 48 h; response scale: scaled: vehicle 0%, 10 µM genistein 100%. Potency, µM (doses to about 46.1 µM), inactives show at the highest dose activation, usual class: activators. 380,000 compounds, 1.1% hits; further: potency means the concentration at half of the fitted maximal effect; nearly all actives have a fitted effect of over 80% in size; some results filed as inactive show a strong effect at the top dose
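Quantitative HTS in MCF7 cells stably reporting BRCA1 expression via firefly luciferase. Compound treatment lasts 48 h at 37 °C in phenol-red free MEM. Activation is expressed relative to genistein at 10 microM and DMSO.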
TRPV1 agonist = HTS Assay for Compounds that Act as Agonists of the Vanilloid Receptor 1; TRPV1-expressing cells, Fluo-8 calcium influx, agonist mode; activation, % at 8.33 µM; 320,000 compounds, 0.19% hits; in the data active means activation above about 80%; inconclusive means between about 30% and that limit; further: 0% is about no effect
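Cells expressing TRPV1 were dye-loaded with Fluo-8 and read kinetically: 10 s baseline, 3 min after compound (agonist portion), then 2 min after EC20 capsaicin (allosteric enhancer portion). Calcium-bound dye fluorescence at 480/520 nm.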
Gal4-VP16 FLuc = VP16 counterscreen qHTS for inhibitors of ROR gamma transcriptional activity; Drosophila S2 Gal4-VP16 UAS-luciferase, luminescence, 20 h; Potency, µM (doses to about 53.6 µM), without a hit: top-dose activity, negative = inhibition, actives largely listed as inhibitors; 310,000 compounds, 3.5% hits;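 further: Gal4-VP16 expression switched on by copper sulfate through the metallothionein promoter; potency means the concentration at half of the fitted maximal effect; on the % scale 0 is the no-effect control and ±100 the full control effect; nearly all actives have a fitted effect of over 50% in size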
Rab9 promoter act = qHTS Assay for Rab9 Promoter Activators | AID 485297, 2010 | Potency, µM (doses to about 9.22 µM), inactives show at the top dose activation, negative = inhibition, usual class: activators | Huh7 Rab9 promoter-luciferase reporter, luminescence, 24 h | 320,000 compounds, 2.8% hits; further: potency means the concentration at half of the fitted maximal effect; % of control where 0% means no effect; nearly all actives have a fitted effect of over 60% in size
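Stable Rab9-luc Huh7, 1500 cells/well, 2 h settle; cmpd in DMSO, 24 h, 37 °C/5% CO2; luciferase reagent 10 min RT; luminescence.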
RORgamma inh = qHTS for inhibitors of ROR gamma transcriptional activity; Nuclear receptor ROR-gamma (Mus musculus), P51450; 310,000 compounds, 5.4% hits; Potency, µM (doses to about 53.6 µM), inactives show top-dose activity change, negative = inhibition, usual class: inhibitors; Drosophila S2 Gal4-RORgamma UAS-luciferase reporter, 20 h; AID 2551, 2010; further: potency means the concentration at half of the fitted maximal effect; on the % scale 0 is the no-effect control and ±100 the full control effect; nearly all actives have a fitted effect of over 60% in size
Target sequence (P51450 whole entry, looked up, the tested form may be a part): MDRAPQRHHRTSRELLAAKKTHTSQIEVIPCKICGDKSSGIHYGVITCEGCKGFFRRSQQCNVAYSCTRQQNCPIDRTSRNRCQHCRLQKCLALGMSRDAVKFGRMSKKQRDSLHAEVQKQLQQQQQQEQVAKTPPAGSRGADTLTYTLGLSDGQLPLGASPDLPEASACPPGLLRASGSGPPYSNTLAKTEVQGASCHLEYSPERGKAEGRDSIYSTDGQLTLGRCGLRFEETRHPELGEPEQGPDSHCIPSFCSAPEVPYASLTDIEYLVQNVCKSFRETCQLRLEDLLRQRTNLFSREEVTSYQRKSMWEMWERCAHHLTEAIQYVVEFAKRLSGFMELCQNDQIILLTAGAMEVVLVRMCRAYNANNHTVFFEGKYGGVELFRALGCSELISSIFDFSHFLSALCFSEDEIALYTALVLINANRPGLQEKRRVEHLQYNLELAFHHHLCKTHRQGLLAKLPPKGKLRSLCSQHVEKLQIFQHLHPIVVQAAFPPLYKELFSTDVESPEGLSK
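Drosophila S2 cells stably expressing Gal4-DBD/mouse RORγ fusion under metallothionein promoter plus UAS-luciferase; compound 1 h, then 700 uM CuSO4 induction for 20 h at ambient temperature; inhibition read as reduced luminescence.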
Tb PFK inh = qHTS Assay to Find Inhibitors of T. brucei phosphofructokinase. ATP-dependent 6-phosphofructokinase (Trypanosoma brucei brucei), O15648. T. brucei PFK, ADP-Glo luminescence. Potency, µM (titrated, usually from 57.5 µM), without a hit: at the highest dose activity, negative = inhibition, usual class: inhibitors. 330,000 compounds, 0.17% hits;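 further: potency means the concentration at half of the fitted maximal effect; 0% = uninhibited 1x PFK enzyme wells and -100% = no-enzyme wells; nearly all actives have a fitted effect of over 60% in size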
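In TEA buffer at pH 8.0 with 5 mM MgCl2, enzyme (1.25 nM) converted F6P (0.5 mM) and ATP (0.1 mM) for 45 min at room temperature. ADP product was read by luciferase luminescence.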
NPC1 prom act = qHTS Assay for NPC1 Promoter Activators; Huh7 NPC1 promoter luciferase reporter, 24 h; AID 485313, 2010; Potency, µM (titrated, usually from 9.22 µM), for the others: top-dose activation, actives largely listed as activators; 320,000 compounds, 2.4% hits;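 further: potency means the concentration at half of the fitted maximal effect; % of control where 0% means no effect; nearly all actives have a fitted effect of over 60% in size; reporter is driven by a mutant NPC1 promoter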
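Quantitative HTS used a cell-based reporter: Huh7 cells stably bearing the NPC1 promoter upstream of luciferase were treated with compounds for 24 h, and promoter activation was read as luminescence.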
ELG1 repair inh = qHTS screen for small molecules that inhibit ELG1-dependent DNA repair in human embryonic kidney (HEK293T) cells expressing luciferase-tagged ELG1; HEK293T ELG1-luciferase reporter, luminescence, 16 h; DNA damage induced by 5-fluorouridine; Potency, µM (doses to about 46.1 µM), inactives show top-dose activity change, negative = inhibition, usual class: inhibitors; 330,000 compounds, 2.3% hits; AID 504467, 2011; further: potency means the concentration at half of the fitted maximal effect; on the % scale 0 is the no-effect control and ±100 the full control effect; nearly all actives have a fitted effect of over 55% in size
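Reporter activity after DNA damage by 5-fluorouridine is monitored. Compound-treated cells incubate 16 hr at 37 °C, then ONE-Glo is added for 30 min before luminescence reading.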
FLuc counter = qHTS profiling assay for firefly luciferase inhibitor/activator using purifed enzyme and Km concentrations of substrates (counterscreen for miR-21 project) | Luciferin 4-monooxygenase (Photinus pyralis), P08659 | purified FLuc, Km substrates, luminescence inhibition | Potency, µM (titrated, usually from 57.5 µM), for the others: top-dose activity change, negative = inhibition, most hits filed as inhibitors | 360,000 compounds, 6.9% hits;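 further: potency means the concentration at half of the fitted maximal effect; plate controls were vehicle for no effect and reference inhibitor for full effect; nearly all actives have a fitted effect of over 55% in size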
Target sequence (P08659 whole entry, looked up): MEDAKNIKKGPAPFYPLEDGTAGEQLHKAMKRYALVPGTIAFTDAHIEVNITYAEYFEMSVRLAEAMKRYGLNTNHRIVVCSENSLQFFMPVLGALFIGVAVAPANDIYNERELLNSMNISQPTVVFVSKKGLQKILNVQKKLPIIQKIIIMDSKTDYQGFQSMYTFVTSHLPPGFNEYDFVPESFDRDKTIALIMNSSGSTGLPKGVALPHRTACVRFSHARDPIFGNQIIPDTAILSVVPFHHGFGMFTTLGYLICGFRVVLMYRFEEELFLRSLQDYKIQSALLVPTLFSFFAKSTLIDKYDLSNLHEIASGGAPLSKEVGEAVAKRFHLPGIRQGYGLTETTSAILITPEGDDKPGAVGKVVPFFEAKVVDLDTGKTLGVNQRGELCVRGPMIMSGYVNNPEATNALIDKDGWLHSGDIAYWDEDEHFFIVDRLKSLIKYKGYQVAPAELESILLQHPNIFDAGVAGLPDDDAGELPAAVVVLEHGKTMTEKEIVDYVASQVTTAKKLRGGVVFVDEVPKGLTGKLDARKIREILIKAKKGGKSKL
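Purified P. pyralis luciferase, 10 nM final, with Km-level 10 uM D-luciferin and 10 uM ATP in 50 mM Tris acetate pH 7.5, 10 mM Mg acetate, 0.01% Tween-20, 0.05% BSA; 6-point qHTS titration about 60 µM downward; luminescence read.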
Active calls of the source: *; u = inconclusive; x = not tested or not shown; & = joins results of further samples; [ ] = remark or other dose. Unless noted, the call rests on the fitted dose curve; in most records, active means well fitted curve in the direction sought with a large enough effect; inconclusive means small, poorly fitted or top-dose-only effect, or another doubt; inactive means no such curve, though single readings can be large; an effect the other way counts as inactive or inconclusive.

SMILES	p53 reactivation	ELG1 genotoxic	BRCA1 expr up	TRPV1 agonist	Gal4-VP16 FLuc	Rab9 promoter act	RORgamma inh	Tb PFK inh	NPC1 prom act	ELG1 repair inh	FLuc counter
CCOc1ccccc1N1CCN(CC(=O)Nc2nc(C)c(C(=O)N(C)C)s2)CC1	0%	2%	-5%	3	-2%	-1%	-13%	1%	0%	-1%	-2%
CS(=O)(=O)N(CC(=O)N1CCCC1)c1cc(C(F)(F)F)ccc1Cl	6%	0%	-6%	-2	-15%	-4%	11%	u	-1%	-3%	1%
O=C(NC(=S)Nc1ccc2c(c1)OCO2)c1ccccc1	24%	u	u	23	u	1.6µM*	4.5µM*	9%	1.4µM*	u	3.8µM*
O=C(/C=C/c1ccc(Cl)cc1)Nn1c(-c2cccs2)nc2ccccc2c1=O	-1%	-7%	-40%	u	-11%	1%	33%	-8%	-1%	-23%	-1%
CCN1CCN(CC(=O)N2N=C(c3cccs3)CC2c2ccc(C)cc2)C(=O)C1=O (centres undefined)	11%	5%	0%	2	-6%	-2%	36%	0%	-2%	12%	-16%
O=[N+]([O-])c1cccc(S(=O)(=O)c2ccc(NCCOCCO)c([N+](=O)[O-])c2)c1	0%	-3%	0%	3	5%	-3%	-1%	2%	-2%	-5%	12%
O=C(Nc1ccc(Br)cc1Cl)c1cnccn1	u	11%	4%	0	-2%	19%	38%	-6%	11%	u	4%[2.3 µM]
CCOC(=O)c1ccccc1NC(=O)c1ccc2c(SCC(=O)O)c3c(nc2c1)CCCC3	25%	-2%	19%	0	-2%	-1%	21%	0%	-2%	17%	-2%
COCCn1c(C)cc(C(=O)COC(=O)c2ccc([N+](=O)[O-])o2)c1C	u	-1%	31%	-1	-1%	7%	13µM*	-20%	5%	u	12µM*
Cc1ccc(C(=O)NCCC(=O)NCc2ccco2)cc1	15%	0%	2%	-3	-2%	1%	-4%	2%	2%	0%	3%
NS(=O)(=O)c1ccc(CNC(=O)Cc2ccc(S(=O)(=O)N3CCOCC3)s2)cc1	0%	-9%	12%	-4	x	-4%	x	14%	-2%	0%	0%
COc1ccc(OC)c(S(=O)(=O)N2CCC(C(=O)N3CCCC3)CC2)c1	4%	2%	1%	1	-10%	-3%	8%	0%	-2%	-3%	0%
COC(=O)CCSc1nc(N2CCOCC2)c2c(c1C#N)CC(C)(C)OC2	-2%	0%	-17%	u	22%	-1%	-1%	-1%	-2%	u	-11%
Cc1ccsc1C(=O)OCC(=O)NCc1ccc(Cl)cc1	12%	1%	11%	3	x	-5%	x	-14%	1%	27%	x
O=C(CNC(=O)c1ccc([N+](=O)[O-])cc1)N/N=C/c1c[nH]c2ccccc12	0%	4%	-19%	-9	-7%	8%	12%	-1%	-2%	3%	2%
CC(C)[C@H](NC(=O)c1ccccc1)C(=O)OCC(=O)N1CCCc2ccccc21	-23%	-4%	1%	15	u	-3%	35%	0%	-1%	-12%	1%
COc1cccc(/C=C(/C(=O)OCC(=O)NCC2CCCO2)c2ccccc2)c1 (centres undefined)	1%	-3%	1%	u	-9%	0%	12%	-4%	-1%	u	-11%
Cc1cccc(NC(=O)CC23CC4CC(C2)CC(n2nnc(C)n2)(C4)C3)c1	7%	-4%	-24%	-6	-2%	11%	25%[10 µM]	3%	-1%	u	3%
O=c1nccc(NCc2ccco2)[nH]1	-1%	1%	1%&3%	1	3%	2%	-3%	-1%	0%	27%	-1%
CCOc1cc(CN2CCN(C(=O)c3cccc4ccccc34)CC2)ccc1OC	x	-7%	-15%	2	-15%	0%	32%	-3%	-4%	15µM*	1%
Cc1ccc(S(=O)(=O)CCc2nnc(NC(=O)c3ccco3)s2)cc1	-3%	0%	-2%	4	-2%	8%	-5%	1%	0%	1%	-1%
CC1(C)Cc2c(c(N3CCOCC3)nc3sc(C(=O)Nc4ccc(Cl)cc4)c(N)c23)CO1	-3%	1%	-6%	8	19%	-6%	u	-9%	-13%	0.92µM*	-10%&2%
COc1ccc(-n2c(C)cc(C(=O)NC3CCCCC3)c2C)cc1	u	26%	u	u	0%	3.5µM*	36%	-3%	u	u	13µM*
CC(C)(C#N)NC(=O)c1ccco1	-1%	-2%	0%	1	1%	1%	12%	1%	-5%	2%	4%
O=C(COC(=O)c1cc(Br)ccc1O)c1ccc(F)cc1	8%	1%	-4%	x	x	x	x	-2%	x	0%	x
CC1CCN(CCNC(=O)C2CCCN(c3ncnc4c3nc3n4CCCCC3)C2)CC1 (centres undefined)	19%	2%	-3%	-4	-2%	4%	-19%	-2%	1%	10%	3%
CCn1c(=S)[nH]c2scc(-c3cccs3)c2c1=O	0%	-9%	-18%	2	3.2µM*	-4%	0.71µM*	-3%	2%	u	u
O=C1CC(/C=C/c2ccccc2)(C(=O)NC2CCCC2)N1c1ccc(S(=O)(=O)N2CCCC2)cc1 (centres undefined)	9%	0%	-5%	-3	0%	0%	8%	-1%	0%	-2%	3%
O=C(NCc1ccc(Cl)cc1)c1ccc(OCC2CCCO2)cc1 (centres undefined)	-2%	1%	-2%	18	-11%	0%	-9%	-13%	1%	u	-11%
O=C(NN=C1CCCCCC1)c1cccnc1	2%	5%	-5%	9	2%	0%	u	-5%	-4%	10%	7%
Cc1cc(=O)oc2cc(OCC(=O)Nc3nnc(CC(C)C)s3)ccc12	3%	2%	2%	2	-10%	0%	-5%	8%	0%	-9%	2%
O=C(C(Cl)Cl)N1CCN(Cc2ccc3c(c2)OCO3)CC1	12%	-5%	-25%	-4	2%	2%	-31%	-6%	-1%	-29%	1%
O=C(c1ccc(Cl)cc1)N1CCC(c2nc(-c3cccs3)no2)CC1	2%	-11%	-29%	u	-4%	-10%	u	4%	-5%	-21%	0%
COc1ccc2[nH]cc(CCNC(=O)Cc3ccc(Cl)cc3)c2c1	-8%	-6%	1%	13	-15%	-15%	23%	-13%	0%	u	-2%
O=C(CN1c2cccc3cccc(c23)S1(=O)=O)Nc1ccccc1	6%	-2%	-22%	1	-3%	-7%	-17%	4%	-4%	-15%	5%
O=C(Nc1ccc(Cl)cc1)c1ccc(S(=O)(=O)N2CCOCC2)cc1	-1%	-2%	-22%	u	-3%	0%	49%	1%	u	u	-5%
c1ccc2c(N3CCOCC3)c3c(nc2c1)CCC3	-1%	-8%	-3%	0	-15%	-2%	-10%[1.91 µM]	-5%	-4%	-16%	1%
COc1cccc(OCc2cc(C(=O)N(C)C3CCOCC3)no2)c1	20%	0%	0%	22	9%	13%	4%	0%	-1%	2%	2%
Cc1noc(C)c1C(=O)N1CCC(C(=O)c2ccc(F)cc2F)CC1	0%	-4%	2%	1	1%	-2%	14%	-4%	2%	-4%	2%
COc1ccc(-n2sc3c(c2=S)-c2cc(OC)ccc2NC3(C)C)cc1	-6%	-8%	-66%	22	5%[0.365 µM]	1%	-10%	-4%	-3%	-2%	5%
Cc1c(OCC(=O)N2CCC(C(=O)O)CC2)ccc2c3c(c(=O)oc12)CCC3	x	2%	22%	2	-10%	-2%	-12%	0%	-3%	28%	u
COc1ccc(S(=O)(=O)NNC(=O)c2cccs2)cc1	2%	0%	-15%	-6	7%	-5%	-13%	-4%	-1%	7%	-1%
Cc1nc2ccccn2c1/C(O)=C1\C(=O)C(=O)N(CCN2CCOCC2)C1c1cccs1 (centres undefined)	-4%	1%	2%	10	11%	-5%	-9%	-11%	-3%	-9%	3%
COc1ccccc1C(=O)Nc1sc2c(c1C#N)CCC2	14%	8%	-31%	1	6%	29%	1%[1.91 µM]	-1%	u	u	u
CCc1nn(CC(=O)NCCCN(CC)Cc2ccccc2)c(=O)c2cc3sccc3n12	-3%	-1%	-3%	7	3%	0%	5%	3%	3%	-5%	-1%

Screening results (PubChem BioAssay)

Outcome played no part in choosing rows (roughly 15% active in at least one column).
